KDM5B inh – KDM5B demethylase inhibition; KDM5B demethylase, FDH-coupled NADH fluorescence (FDH is formaldehyde dehydrogenase); Q9UGL1; actives 2.6% (n = 220,000); Potency, µM (series often up to 57.7 µM), for the others: top-dose activity change, negative = inhibition, hits mostly inhibitors; active means well fitted inhibition curve with a large enough effect; inconclusive means small, poorly fitted or top-dose-only effect; inactive means no such curve, though single readings can be large or run the other way; further: 0% is about no effect; nearly all actives have a fitted effect of over 70% in size
Target sequence (Q9UGL1 whole entry, looked up): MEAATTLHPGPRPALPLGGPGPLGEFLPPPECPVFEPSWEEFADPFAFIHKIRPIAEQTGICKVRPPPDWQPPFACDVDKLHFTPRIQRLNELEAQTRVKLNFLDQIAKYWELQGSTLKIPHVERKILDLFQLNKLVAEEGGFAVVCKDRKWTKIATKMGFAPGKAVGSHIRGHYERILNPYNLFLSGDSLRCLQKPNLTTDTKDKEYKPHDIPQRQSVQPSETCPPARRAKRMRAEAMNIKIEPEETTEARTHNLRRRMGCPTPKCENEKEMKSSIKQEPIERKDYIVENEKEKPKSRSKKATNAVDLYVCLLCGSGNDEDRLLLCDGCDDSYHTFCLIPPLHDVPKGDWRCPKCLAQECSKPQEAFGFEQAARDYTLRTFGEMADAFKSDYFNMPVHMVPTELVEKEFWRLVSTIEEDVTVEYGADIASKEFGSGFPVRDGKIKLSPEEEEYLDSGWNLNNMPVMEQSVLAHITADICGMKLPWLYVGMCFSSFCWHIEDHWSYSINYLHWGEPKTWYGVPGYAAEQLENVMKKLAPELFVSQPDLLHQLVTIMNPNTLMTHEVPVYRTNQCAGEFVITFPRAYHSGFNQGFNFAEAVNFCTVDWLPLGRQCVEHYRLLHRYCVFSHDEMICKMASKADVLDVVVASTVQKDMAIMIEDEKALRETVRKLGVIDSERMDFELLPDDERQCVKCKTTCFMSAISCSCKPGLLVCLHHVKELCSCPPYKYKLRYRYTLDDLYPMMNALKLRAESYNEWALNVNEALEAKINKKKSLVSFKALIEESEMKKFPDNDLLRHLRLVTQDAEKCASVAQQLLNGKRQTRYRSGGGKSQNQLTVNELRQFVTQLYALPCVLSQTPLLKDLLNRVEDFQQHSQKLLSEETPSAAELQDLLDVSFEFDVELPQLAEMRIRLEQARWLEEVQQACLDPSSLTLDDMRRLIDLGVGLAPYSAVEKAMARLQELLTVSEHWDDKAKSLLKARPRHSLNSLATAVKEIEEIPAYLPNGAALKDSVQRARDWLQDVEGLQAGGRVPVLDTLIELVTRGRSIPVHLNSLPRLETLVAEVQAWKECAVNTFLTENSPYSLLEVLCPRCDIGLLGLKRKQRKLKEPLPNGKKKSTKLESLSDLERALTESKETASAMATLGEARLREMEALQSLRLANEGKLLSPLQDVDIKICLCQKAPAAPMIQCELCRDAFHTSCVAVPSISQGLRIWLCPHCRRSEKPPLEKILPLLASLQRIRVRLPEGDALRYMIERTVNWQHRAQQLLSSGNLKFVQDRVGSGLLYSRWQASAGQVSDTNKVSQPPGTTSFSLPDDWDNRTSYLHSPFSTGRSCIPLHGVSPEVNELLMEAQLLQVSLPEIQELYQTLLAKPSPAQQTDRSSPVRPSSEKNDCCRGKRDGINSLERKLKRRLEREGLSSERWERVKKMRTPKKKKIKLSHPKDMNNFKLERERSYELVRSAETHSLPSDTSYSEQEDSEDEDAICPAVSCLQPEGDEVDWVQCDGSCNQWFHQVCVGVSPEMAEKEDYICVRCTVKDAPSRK
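Inhibition is measured as reduced NADH fluorescence generation from FDH coupling to formaldehyde release. Truncated KDM5BΔAP at 200 nM final acts on H3K4me3 peptide (12.5 µM in substrate mix) in pH 7.5 HEPES buffer with Tween-20, 30 min, room temperature.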
Starred values were filed as active, the others as inactive; i = inactive; ? = inconclusive; [ ] = remark or other dose. Potency means the concentration at half of the fitted maximal effect. Only part of the results is shown; the hit share may differ from the screen's.

SMILES	KDM5B inh
CCCC(=O)NCCNC(=O)CC1CCCCC1	4%
CCCCCn1nc(C(=O)N2CCSCC2)c2ccccc2c1=O	9%
Cc1ccc(CNC(=O)C2CCC(=O)N(CCc3ccccn3)C2)s1 (stereo not drawn)	23%
N#Cc1cccc(-c2n[nH]c3c2CC(=O)N(Cc2ccccn2)C3)c1	35µM*
O=C(NCc1ccccc1)c1cn(C2CN(C(=O)NCC3CCCO3)C2)nn1 (stereo not drawn)	42%[activator]
CC(C)NC(=O)C1CC(c2ccc(F)cc2)=NO1 (stereo not drawn)	-4%
CCCOC(=O)c1ccc(NC(=O)NC(c2ccccc2F)c2nccn2C)cc1 (stereo not drawn)	-21%
CCCOc1ccc(C2c3c(oc4ccccc4c3=O)C(=O)N2c2nnc(C(C)C)s2)cc1 (stereo not drawn)	15%[11.5 µM]
c1cc(-c2noc(C3CCOCC3)n2)ccc1OC1CNC1	-18%
COc1cccc(C(=O)NC2CCc3nnc(C4CC4)n3CC2)c1C (stereo not drawn)	-8%
Cc1cccc(C)c1OCC(=O)NCC1(N(C)C)CCCCC1	-2%
O=C1N(Cc2ccccc2F)CCOC12CCN([S+](=O)([O-])c1cccnc1)CC2	11%[86.2 µM]
CCOc1ccccc1NC(=O)N1CC(C)Oc2ccc(Cl)cc21 (stereo not drawn)	-14%
Cc1ccc(C)c(NC(=O)CSc2ccc(N3CCC(C(=O)N4CCCCC4)CC3)nn2)c1	-19%
O=C(OC1CCCCC1=O)c1ccccc1I (stereo not drawn)	10%
Cc1ccc(C(=O)NCCc2ccccc2)cn1	-14%
CN(CC(=O)Nc1ccccc1C(F)(F)F)C1CCc2ccccc21 (stereo not drawn)	15%
COC(=O)c1ccccc1NC(=O)c1c(OC)cc(=O)n2c1CCCC2	6%
CC1(COCC2CC2)COc2ccc(C(=O)Nc3ccccc3)cc2N1 (stereo not drawn)	25µM*
CCOc1ccc(OCc2ccc(C(=O)N3CCCCC3)o2)cc1	16%
CCOc1ccc(C(=O)NC2CCN(c3cnn(C)c(=O)c3)CC2)cc1	7%
Cc1ccsc1C(=O)N1CCCn2cc(-c3cccc(C#N)c3)nc21	14µM*
O=C1[C@@H]2C[C@@H](O)CN2C2(CN(C3CCCCC3)C2)C(=O)N1Cc1ccccc1F	-2%[86.2 µM]
CC(C)c1ccc(C(=O)N2CC[C@H](N(C)C)[C@H](CCC(=O)O)C2)c(=O)[nH]1	2%
Cc1cc(C)c(NC(=O)c2ccc(CSc3ccc(Cl)cc3)cc2)c(C)c1	27%
C#CCN(Cc1ccco1)Cc1nc(-c2ccc(C(F)(F)F)cc2)oc1C	-12%
COCCOCC(=O)N1Cc2ccccc2OC2(CCN(C(C)C)CC2)C1	-12%
Cc1cccc(C(=O)Nc2c(N3CCCC3)c3ccccc3oc2=O)c1	0%
COc1cccc2cc(C(=O)N(C)CCOc3ccc(F)cc3)c(=O)oc12	-2%
O=C(N/N=C\c1ccccn1)c1cccc(C(=O)N/N=C\c2ccccn2)n1	-9%
CCCCNC(=O)c1ccc2c(c1)n(Cc1ccc(F)cc1)c(=O)c1ccnn12	22µM*
CCN(CC)C(=O)CCc1c(C)nn(-c2cccc(C)c2)c1Oc1ccc(F)cc1F	-6%
CC(C)(Oc1nn(CCOc2ccccc2)c2ccccc12)C(=O)NCc1ccncc1	-1%[86.2 µM]
Cc1nc(NC(=O)C(C)Sc2nnc(-c3ccccc3F)n2CC(C)C)sc1C (stereo not drawn)	?
COc1ccc(OCCCNCCc2ccccc2)cc1	-7%
CCOc1ccc(C(=O)NCCc2sc(-c3ccc(OC)c(OC)c3)nc2C)cc1	?
CN1CCN(Cc2nc(C3(O)CCN(Cc4ccccc4)CC3)cs2)CC1	-24%[86.2 µM]
O=C1NCCCCCCN(C(=O)NC2CCCCC2)[C@H]2C[C@H](C(=O)N3CCc4ccccc4C3)C[C@@H]12	0%
Cc1cc(=O)oc2cc(OC(=O)COc3ccc4ccccc4c3)ccc12	i
CNCc1cn(C2CCN(Cc3c(OC)ccc(F)c3F)CC2)nn1	-20%
CC1CCN(C(=O)c2noc3c2CC(C(C)(C)C)CC3)CC1 (stereo not drawn)	-12%
CS(=O)(=O)N1C[C@H]2CCN(Cc3cc(F)c(F)cc3F)C[C@H]21	-11%
COCCCn1c(=O)c2sccc2n2c(CCCC(=O)NC3CCC(C)CC3)nnc12 (stereo not drawn)	?
CN(C(=O)CSc1nc2ccc(NC(=O)c3cccs3)cc2s1)c1ccccc1	?
CCS(=O)(=O)c1ccccc1C(=O)Nc1ccc(-c2nc3ccccc3s2)cc1	?

An excerpt of these results, as labelled records.
CC(C)(Oc1nn(CCOc2ccccc2)c2ccccc12)C(=O)NCc1ccncc1
  KDM5B inh: -1%[86.2 µM]

CCCCNC(=O)c1ccc2c(c1)n(Cc1ccc(F)cc1)c(=O)c1ccnn12
  KDM5B inh: 22µM*

Additional results follow:
SMILES	KDM5B inh
COc1ccc(-c2noc(CCCC(=O)N3CCC(c4nc(C5CCOCC5)no4)C3)n2)cc1OC (stereo not drawn)	-18%
OC[C@@H]1O[C@H](CNCc2ccc(F)cc2)[C@H](N2CCN(c3ccccc3)CC2)[C@@H]1O	?
O=C1c2cnc(-c3ccc(Oc4ccccc4)cc3)nc2OCCN1CC1CC1	35µM*
CCN(CC)c1nc2c(c(=O)n(C)c(=O)n2C)n1C(C)C	13%
Cc1nc2ccc(C(=O)OCC(=O)NC(C)C34CC5CC(CC(C5)C3)C4)cc2nc1C (stereo not drawn)	14%
O=C(NCC#Cc1ccccc1)c1cnc(-c2ccccc2)nc1	13%
CC(NC(=O)C1CCCC1)C(=O)NC(C)(C)C (stereo not drawn)	31%[activator]
CS(=O)(=O)Nc1ccc(C2(C(=O)NCCN3CCCCC3)CCCCC2)cc1	6%
Cc1ccc(CN(c2ccc(C(=O)NC3CC3)cc2)S(C)(=O)=O)cc1	7%
Cc1ccc(SCc2cc(=O)[nH]c(Nc3nc(C)c4cccc(C)c4n3)n2)cc1	-10%
CNCC(=O)N1CCN(Cc2nc(C3CC3)no2)CC(O)C1 (stereo not drawn)	?
O=C(c1cc2ccccc2oc1=O)N1CCN(C23CC4CC(CC(C4)C2)C3)CC1	2%
COC(=O)C(C)Oc1ccc2c(C)c(-c3ccc(Cl)cc3)c(=O)oc2c1 (stereo not drawn)	?
c1c[nH]c(C2CCCC2)n1	?
Cc1nccn1CC1CCN(C(=O)c2cn(C3CCC(N)CC3)nn2)CC1 (stereo not drawn)	28%
CCOC(=O)c1c(NC(=O)/C=C/c2ccc(OCC)cc2)sc(C)c1C	?
COC1C(=O)N(C2CCN(C(=O)Nc3ccc4c(c3)OCCO4)CC2)C12CCOCC2 (stereo not drawn)	7%
Cc1oc(-c2ccc(Cl)cc2)nc1CSc1nnc(C)n2c1cc1sccc12	?
O=C(O)COc1ccc(-c2nccc3c2C(=O)N(Cc2c[nH]c4ccccc24)CC(CNC(=O)c2cccc(Cl)c2)O3)cc1 (stereo not drawn)	-16%
COC(=O)[C@@H]1Cc2c([nH]c3ccccc23)[C@H]2C[C@@H](NCc3ccccc3)C[C@@H](c3ccccc3F)N21	4.5µM*
CCOC(=O)C(C)Oc1ccc2c(=O)c(Oc3ccc(OCC)cc3)coc2c1 (stereo not drawn)	4%
Cc1nn(C)c(C)c1/C=C(/C(=O)C(C)C)n1cncn1	20%
CN1C(=O)c2ccccc2Sc2ccc(NC(=O)c3ccc(C#N)cc3)cc21	?
Cc1ccccc1CCC1CCCN(C(=O)CCc2ccncc2)C1 (stereo not drawn)	-17%
COc1ccc(NC(=O)c2c(NCc3ccc(N(C)C)cc3)sc3c2CCC3)cc1	?
O=C1NCc2ccccc2CC12CCCN(Cc1ccsc1)C2 (stereo not drawn)	29%[149 µM]
O=C1Nc2ccccc2C1(O)c1ccccc1O (stereo not drawn)	3%
Cc1nc(NCC(C)C)sc1C(=O)Nc1ccccc1	-12%
CC(C)(C)CC(=O)NCc1cccnc1Oc1cccc(C(F)(F)F)c1	4%
COCCNc1ncc(-c2cccc(NC(C)=O)c2)c2c1OCC2	40µM*
CCOC(=O)c1ccc(Oc2coc3cc(OCc4ccccc4C)ccc3c2=O)cc1	2%
COc1ccc(Cn2c(=O)c3ccccc3n3c(-c4cccc(OC)c4O)nnc23)cc1	12%
Cc1cc(C)c2oc(C(=O)Nc3nnc(C)s3)cc(=O)c2c1	-8%
CN(C)C1CCN(Cc2cc3cc4c(cc3nc2-c2ccc(Cl)cc2)OCO4)C1 (stereo not drawn)	?
CN(c1ccc2sc(C(=O)NC3CCCC3)cc2c1)S(=O)(=O)c1ccc(Cl)cc1	2%
Cc1cc(C)n(-c2nc3c(c(=O)n(C)c(=O)n3C)n2Cc2cccc(Br)c2)n1	22%
O=C(NC[C@H]1OC[C@@H](NCc2cnc[nH]2)[C@@H]1O)C1CCCC1	-43%[86.2 µM]
CCc1nc2cc(N3CCCC(C(=O)NC(C)C)C3)cnc2nc1CC (stereo not drawn)	8%
CNC(=O)N1CCC(C2CCN(C(=O)CCCc3ccccc3)C2)CC1 (stereo not drawn)	32%
O=C(CSc1nc2c([nH]c3ccccc32)c(=O)n1-c1ccc(F)cc1)N1CCCCC1	-19%
O=C(c1ccccc1)[C@@H]1[C@@H]2C(=O)N(c3ccc(F)cc3)C(=O)[C@@H]2C2CCCN21 (stereo partly drawn)	-23%
CCCCn1cc(S(=O)(=O)c2ccc(OC)cc2)c(=O)c2cc(OC)ccc21	-27%
CN(Cc1cccc(CCN)c1)Cc1cccc2ncccc12	-15%
CC1(C)CC(=O)C2=C(C1)NC(=O)NC2c1ccccc1Cl (stereo not drawn)	13%
CCOC(=O)c1cccc(NC(=O)C2COc3ccc(OC)cc3C2)c1 (stereo not drawn)	-28%
Cc1occc1C(=O)Nc1ccccc1Oc1ccccc1	10%
CCCNC(=O)c1noc(-c2ccc(C#N)cc2)n1	8%
COc1cccc(CN2CCc3nn(Cc4ccccc4)c(=O)n3CC2)n1	8%
CCS(=O)(=O)c1ccc2oc(Nc3ccccc3Cl)nc2c1	14%
CC(=O)Nc1ccc(NC(=O)c2cccc(S(=O)(=O)N(C)C3CCCCC3)c2)cc1	33%
CC(C)C1N=C2c3ccccc3N=C(SCC(=O)NCc3ccc(Cl)cc3)N2C1=O (stereo not drawn)	?
CCc1ccc(C(=O)COc2c(C)cc(Br)cc2Cl)cc1	2%
CN1C(=O)C2(CCN(C(=O)C3CCCC3)CC2)c2ccccc21	-16%
CCNC(=O)C1CCN(Cc2cc3ccccc3n2Cc2ccc(C)cc2)CC1	-16%
Cc1ccc(CNC(=O)CN2C(=O)C3CCCCN3c3ccc(C(=O)N4CCCC4)cc32)cc1 (stereo not drawn)	-20%
COCCN1C(=O)c2cccn2CC1CNC(=O)NCc1ccc(F)cc1 (stereo not drawn)	-14%
CSc1ccc(CCNC(=O)Cn2ncc3c([nH]c4ccccc43)c2=O)cc1	-26%
Cc1ccc(NC(=O)Nc2ccc(C)n(CC(=O)Nc3ccc(C)cc3C)c2=O)cc1	41%[activator]
COc1ccc(OC)c(NC(=O)c2c(C)oc3ccn(Cc4cccc(F)c4)c(=O)c23)c1	25µM*
CCN(CC)S(=O)(=O)c1ccc(CN)s1	24%
The list goes on.
SMILES	KDM5B inh
Cc1ccc(Nc2nc3c(S(=O)(=O)c4ccccc4)nnn3c3ccc(Cl)cc23)c(C)c1	?
Cc1ccc(Cl)cc1NC(=O)c1oc2ccc(S(=O)(=O)N3CCCCCC3)cc2c1C	2%
Fc1ccc(-c2nc(CSc3nnc(-c4ccncc4)n3C3CC3)cs2)cc1	10%
Cc1ccc(NC(=S)NCCc2ccc(F)cc2)cc1C	2%
Cc1ccc(-c2cn3nc(N4CCC(C(=O)Nc5ccccc5C)CC4)sc3n2)cc1	2%
CSc1ncc(C(=O)Nc2ccc(Cl)cc2)c(C)n1	-10%
Cc1ccc([C@H]2CN(C(=O)CCc3c(C)nc4ncnn4c3C)C[C@@H]2N)o1	-14%
c1cc(-c2ccnc3nc(CCC4CCCC4)nn23)ccn1	28µM*
CN(C(=O)c1c2c(nc3ccccc13)C(=O)N(C1CCCCC1)C2)c1ccc(F)cc1	-28%
CN(C(=O)Cn1cccc1-c1nc(-c2ccccc2)no1)c1ccc(F)cc1	-39%
F[C@@H]1CN(C2CCC2)C[C@@H]1OCc1nc2ncccc2[nH]1	-27%[115 µM]

Structures listed so far with a Cl atom:
SMILES	KDM5B inh
CCOc1ccccc1NC(=O)N1CC(C)Oc2ccc(Cl)cc21 (stereo not drawn)	-14%
Cc1cc(C)c(NC(=O)c2ccc(CSc3ccc(Cl)cc3)cc2)c(C)c1	27%
COC(=O)C(C)Oc1ccc2c(C)c(-c3ccc(Cl)cc3)c(=O)oc2c1 (stereo not drawn)	?
Cc1oc(-c2ccc(Cl)cc2)nc1CSc1nnc(C)n2c1cc1sccc12	?
O=C(O)COc1ccc(-c2nccc3c2C(=O)N(Cc2c[nH]c4ccccc24)CC(CNC(=O)c2cccc(Cl)c2)O3)cc1 (stereo not drawn)	-16%
CN(C)C1CCN(Cc2cc3cc4c(cc3nc2-c2ccc(Cl)cc2)OCO4)C1 (stereo not drawn)	?
CN(c1ccc2sc(C(=O)NC3CCCC3)cc2c1)S(=O)(=O)c1ccc(Cl)cc1	2%
CC1(C)CC(=O)C2=C(C1)NC(=O)NC2c1ccccc1Cl (stereo not drawn)	13%
CCS(=O)(=O)c1ccc2oc(Nc3ccccc3Cl)nc2c1	14%
CC(C)C1N=C2c3ccccc3N=C(SCC(=O)NCc3ccc(Cl)cc3)N2C1=O (stereo not drawn)	?
CCc1ccc(C(=O)COc2c(C)cc(Br)cc2Cl)cc1	2%
Cc1ccc(Nc2nc3c(S(=O)(=O)c4ccccc4)nnn3c3ccc(Cl)cc23)c(C)c1	?
Cc1ccc(Cl)cc1NC(=O)c1oc2ccc(S(=O)(=O)N3CCCCCC3)cc2c1C	2%
CSc1ncc(C(=O)Nc2ccc(Cl)cc2)c(C)n1	-10%

Compound activity deposited in PubChem BioAssay by National Center for Advancing Translational Sciences (NCATS).
